Rac1 GTP hydrolysis: MgcRacGAP GTPase-activating activity inhibitors, confirmation, biochemical, ADP Hunter fluorescence; AID 624330; 340,000 tested, 0.6% active; MgcRacGAP-stimulated Rac1 GTP hydrolysis, ADP Hunter fluorescence; higher % means a stronger effect; GST-tagged Rac1 F28L mutant substrate; inhibition, % at 30 µM, or IC50 in µM where a hit was titrated;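 active means first-screen hits whose inhibition reached a set limit at any dose in the follow-up dose series; inconclusive means inhibition above the set first-screen limit but never retested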;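 further: fluorescence reports GDP produced by GAP-driven GTP hydrolysis; strong numbers were not always called active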
UTI89 phage lysis: inhibition of K1F phage lysis, E. coli UTI89, bacterial capsule biogenesis inhibitors, alamar blue (AID 488966); 340,000 tested, 0.02% active; inhibition, % at 100 µM; hits with a dose series show IC50 in µM; E. coli UTI89 K1F phage lysis, alamar blue, 2 h; higher % means a stronger effect;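 active means phage lysis inhibition, versus mean bacterial control, above a set limit; inconclusive means no clear call, values can overlap the other calls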;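 further: capsule biogenesis inhibitors block K1F phage lysis so surviving cells raise fluorescence; higher fluorescence means more inhibition of phage lysis; actives were called in the ten point dose series up to 300 µM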
* = called active by the depositor; u = inconclusive; [ ] = remark or other dose.

Every second line gives: UTI89 phage lysis | Rac1 GTP hydrolysis
1	CCN(c1ccccc1)S(=O)(=O)c1cc(C(=O)OCC(=O)c2c(N)n(C)c(=O)n(C)c2=O)ccc1C
    -0.3%[50 µM] | 6.7%
2	CCCCCCCCCCCCCCCC(=O)OCC1OC(n2ccc(N)nc2=O)C(O)C1O (stereo not given)
    -1.4% | 4.6%
3	CCC(C)C(N)C1=NC(C(=O)N[C@@H](CC(C)C)C(=O)N[C@H](CCC(=O)[O-])C(=O)N[C@H](C(=O)N[C@H]2CCCCNC(=O)[C@H](CC(N)=O)NC(=O)[C@@H](CC(=O)[O-])NC(=O)[C@H](Cc3cnc[nH]3)NC(=O)[C@@H](Cc3ccccc3)NC(=O)[C@H]([C@@H](C)CC)NC(=O)[C@@H](CCCN)NC2=O)[C@@H](C)CC)CS1.[Zn+2] (stereo not given in full)
    -5.2% | 0.6%
4	O=c1[nH]cnc2c1ccn2C1OC(CO)C(O)C1O (stereo not given)
    2.8% | -2.2%
5	CCc1c(N)nc(N)nc1Nc1ccccc1Cl
    -0.7% | 1.3%
6	O=C(Cc1ccc(NC(=O)C2CCN(C(=O)C3CCCCC3)CC2)cc1)Nc1cccc(C(=O)N2CCCCC2)c1
    0.0% | 4.6%
7	COc1cccc(CN(CCC(C)C)S(=O)(=O)c2cc(Br)ccc2Br)c1
    0.1% | 5.4%
8	CC(=O)NC1CCC(=O)C=C1c1ccccc1 (stereo not given)
    -1.4% | 7.1%
9	O=C(NCCc1ccccc1)c1ccc(NC(=O)C2CCCCC2)cc1
    0.0% | 10.4%
10	CC(=NN(Cc1ccccc1)c1ccccc1)c1ccccc1
    1.8% | 4.4%
11	O=C(NOCc1cscn1)Nc1ccccc1
    1.2% | 2.0%
12	CC(=O)Nc1c(Cl)c2c(c(Cl)c1Br)-c1ccc(Cl)cc1C2
    -0.3% | 3.6%
13	O=[N+]([O-])c1cc(F)cc(F)c1Nc1ccc(F)cc1
    -2.1% | -8.1%
14	Cc1cc(=O)oc2cc(O)cc(OCc3ccccc3)c12
    -2.6% | 3.7%
15	O=[N+]([O-])c1ccc2[nH]c(=S)[nH]c2c1
    0.7% | -0.9%
16	O=CNc1cc2c(cc1Br)-c1ccccc1C2O (stereo not given)
    -0.9% | 4.9%
17	Cc1cccc(NC(=O)c2cccc([N+](=O)[O-])c2O)c1C
    0.9% | 4.8%
18	O=C(c1ccc2c(c1)C(=O)N(Cc1ccncc1)C2=O)N1CCN(S(=O)(=O)c2ccc(OC(F)(F)F)cc2)CC1
    0.7%[50 µM] | 11.2%
19	COc1ccc(NS(=O)(=O)c2ccc(C)c(C(=O)N3CCN(Cc4cc(OC)ccc4OC)CC3)c2)cc1
    0.4%[50 µM] | 10.2%
20	O=C1NC[C@H](Cc2ccccc2)N(C[C@H]2CCCN2C[C@H](Cc2ccccc2)N2C[C@H](Cc3ccccc3)N(CC3CCCCCC3)C(=O)C2=O)C1=O
    0.2% | 7.2%
21	COc1ccc2c(CC(=O)OCC(=O)N(C)c3c(N)n(Cc4ccccc4)c(=O)[nH]c3=O)coc2c1
    0.2%[50 µM] | 0.4%
22	CN1CCN(C2=C(Cl)C(=O)c3ccccc3C2=O)CC1
    -5.2% | 12.8%
23	CCOC(=O)CCN(C(=S)Nc1ccccc1)C1CCCCC1
    7.7% | 3.6%
24	COc1ccc(S(N)(=O)=O)cc1C(=O)NNC(=O)c1cccc(S(=O)(=O)N2CCOCC2)c1
    0.4%[50 µM] | 9.1%
25	O=C(Nc1cccc2ccccc12)OCc1ccccc1
    1.8% | 8.5%
26	O=C1c2ccccc2C(=O)N1CCC1(O)C(c2ccccc2)=Nc2ccccc21 (stereo not given)
    0.1% | 7.3%
27	CC(C)(C)S(=O)(=O)N1Cc2cc(=O)n(Cc3ccccc3)c(CCO)c2[C@@H]1CCO
    0.3% | 1.4%
28	Cc1nnc(NC(=O)C23CC4CC(C)(CC(C)(C4)C2)C3)s1
    2.4% | 12.4%
29	CCOC(=O)N1CC(C)N(CC(O)CN2CCOCC2)CC1C (stereo not given)
    4.2% | -7.8%
30	Cc1cn(CC(=O)NCCc2ccccn2)c(=O)[nH]c1=O
    -0.2% | 2.7%
31	CC1=C2C3OC(=O)C(C)C3CCC2(C)C=CC1=NO (stereo not given)
    -0.7% | 2.2%
32	O=C1C2C3C=CC(O3)C2C(=O)N1Cc1ccncc1 (stereo not given)
    10.6% | 1.2%
33	c1ccc(CN(CCN2CCOCC2)Cc2ccccc2)cc1
    1.1% | 3.9%
34	COc1cccc2c1CCC1=CC(=O)CCC12C (stereo not given)
    -0.1% | -0.9%
35	Cc1ccc(CN2CC(C(=O)NCCCn3nc(C)cc3C)CC2=O)cc1 (stereo not given)
    0.5%[50 µM] | 2.9%
36	COC(=O)/C(=C\c1ccc([N+](=O)[O-])cc1)NC(=O)c1ccccc1
    -2.3% | -0.5%
37	COCCCN(C(=O)Cc1ccc(S(=O)(=O)N2CCOCC2)s1)c1c(N)n(Cc2ccccc2)c(=O)[nH]c1=O
    0.5%[50 µM] | 1.7%
38	CN(C)c1ccc(/C=C2/C[N+](C)(C)C/C(=C/c3ccc(N(C)C)cc3)C2=O)cc1
    -7.1% | 82.9µM*
39	O=C1NC[C@H](Cc2ccccc2)N(CC2CCN(CCC3CCCC3)CC2)C1=O
    0.2% | 10.3%
40	O=C(c1ccccc1)N1CCN(C(=O)c2ccccc2)c2ccccc21
    -0.2% | 3.2%
41	C=C(CN(C)C)C(=O)c1cc(C)ccc1C
    -10.2% | u
42	C(C#CCN1CCOCC1)#CCN1CCOCC1
    -1.6% | 4.3%
43	COc1ccc(CCc2ccc3cc(OC)ccc3n2)cc1
    10.3% | 1.9%
44	CCN(CC(=O)Nc1ccc(NC(C)=O)cc1)C(=O)C1CCN(C(=O)c2ccccc2C)CC1
    0.2%[50 µM] | 8.5%
45	CCOC(=O)c1c(SCCN2CCCCC2)n(-c2ccccc2)c(=S)n(-c2ccccc2)c1=O
    0.7% | 3.2%
46	CC1CC(C)(C)CC2(C1)NC(=O)N(CC(=O)N1CCN(S(=O)(=O)c3ccc(F)c(F)c3F)CC1)C2=O (stereo not given)
    2.8% | 4.4%
47	O=C(Cc1ccccc1Cl)c1ccccc1
    -1.4% | 0.0%
48	CC1(C)CC(=O)C(c2ccccc2)(c2ccccc2)C(=O)C1
    0.4% | -9.2%
49	CCNC(=O)c1c(NC(=O)c2cc(-c3cc(C)cc(C)c3O)n[nH]2)sc2c1CCCC2
    0.2% | 1.7%
50	C[C@@H]1[C@H](c2ccccc2)Oc2ccc(Cl)cc2S(=O)(=O)N1CC1CCCN1C(=O)OC(C)(C)C (stereo not given in full)
    0.3% | 8.5%
51	Cc1cccc(NC(=O)c2cccc(S(=O)(=O)Nc3c(C)n(C)n(-c4ccccc4)c3=O)c2)c1
    0.5%[50 µM] | 2.6%
52	CCCCOC(=O)NC1CCc2cc(OC)c(OC)c(OC)c2-c2ccc(SC)c(=O)cc21 (stereo not given)
    9.0% | 3.5%
53	CSC1=C(C#N)C2(CCCCC2)C(C(=O)Nc2ccccc2)=C(C)N1
    0.0% | 12.5%
54	Cc1ccc2cc(C(c3nnnn3CC3CCCO3)N3CCCC4(CCCCC4)C3)c(=O)[nH]c2c1 (stereo not given)
    1.8% | -4.4%
55	CN(C)C(CNC(=O)c1cc2ccccc2o1)c1ccccc1 (stereo not given)
    -1.0% | 4.5%
56	O=[N+]([O-])c1cccc(COc2ccc(CN3CCCCC3)cc2)c1
    -0.1% | 8.6%
57	CCOC(=O)N(O)c1ccc(C=Cc2ccccc2)cc1
    -0.2% | -12.2%
58	OC(Cc1cccnc1)c1ccccc1 (stereo not given)
    -0.1% | 0.5%
59	Cc1ccccc1C1=C/C(=C(\SS/C(C(=O)c2ccc(OCC(=O)O)c(Cl)c2Cl)=C2\C=C(c3ccccc3C)SS2)C(=O)c2ccc(OCC(=O)O)c(Cl)c2Cl)SS1
    0.5% | 61.1µM*
60	CC(C)C[C@@H](CNCC(=O)[C@H](C)NC(=O)c1[nH]cnc1C(=O)N[C@@H](C)CN)NC(=O)c1nc[nH]c1C(=O)N[C@@H](CC(=O)O)C(=O)O
    0.1% | 8.2%

Next part:
Every second line gives: UTI89 phage lysis | Rac1 GTP hydrolysis
61	CC(OC(=O)C1=Cc2ccccc2OC1)C(=O)NCC1CCCO1 (stereo not given)
    -1.8% | 7.0%
62	Nc1ccc2c(c1)C(O)c1cccc(C(=O)O)c1-2 (stereo not given)
    0.2% | 12.8%
63	CN(C)CCCN1c2ccccc2Sc2ccc3ccccc3c21
    0.4% | 15.1%
64	COc1cc(Cl)c(C)cc1NC(=O)c1ccccc1NC(=O)CN1CCN(c2ccccn2)CC1
    0.1%[50 µM] | 2.8%
65	COc1ccc(C=NNc2nc3c([nH]2)c(=O)n(C)c(=O)n3C)cc1
    -1.3% | 13.5%
66	N=C(N1CCCc2ccccc21)N1CCCc2ccccc21
    0.2% | 7.7%
67	CN1CCC2CC1c1cc(-c3ccc(C(F)(F)F)cc3)ccc12 (stereo not given)
    0.5% | 12.6%
68	O=C1NC2(CCCCC2)OC12CCCCC2
    -3.0% | 9.8%
69	CC1(C)Nc2cccc3cccc(c23)N1
    1.1% | 21.6µM*
70	Cc1cc(C(=O)c2ccccc2)cc(C)c1O
    -2.2% | 1.3%
71	COC(=O)CSc1nc(SC)nc2c1sc1nc(-c3ccco3)c3c(c12)CC(C)(C)OC3
    0.3% | 7.2%
72	C=C(c1cn(C(C)=O)c2ccccc12)c1cn(C(C)=O)c2ccccc12
    -2.3% | -1.4%
73	CC(C)(C)c1nnc(NS(=O)(=O)c2ccc(F)cc2)s1
    6.7% | 23.8%
74	COc1ccc(Cl)cc1C=CC=Nc1ccccc1O
    2.2% | 0.6%
75	O=C(Nc1ccccc1)OCCOc1ccc(Cl)cc1Cl
    -1.8% | -7.2%
76	O=C(O)c1cccc2c1-c1ccc([N+](=O)[O-])cc1C2=O
    2.8% | 2.5%
77	CC[C@H]1C(Nc2ccccc2)C[C@@H]2CCN3C(=O)CC[C@H]1[C@H]23 (stereo not given in full)
    1.7% | -0.8%
78	CC(C)(C)S(=O)N1Cc2ccc(CO)cc2[C@@H]1CCO (stereo not given in full)
    0.1% | 2.1%
79	c1ccc(CCCNCCCn2cnc3c(OCc4ccccc4)ncnc32)cc1
    0.4% | 14.6%
80	Cn1c(SCC(=O)Nc2ccc(N3CCOCC3)cc2)nnc1C1CC1
    0.2%[50 µM] | 4.6%
81	Nc1ncnc2[nH]c(=S)[nH]c12
    1.4% | 22.9%
82	O=C(C(c1ccccc1)C(O)c1ccccc1)N1CCOCC1 (stereo not given)
    -0.7% | -4.5%
83	O=[N+]([O-])c1ccc(NN=Cc2ccccc2)nc1
    -3.9% | -4.4%
84	O=C(NN=Cc1ccccc1C(=O)O)C(=O)NN=Cc1ccccc1C(=O)O
    -1.8% | -0.1%
85	O=C(COC(=O)c1n[nH]c(=O)c2ccccc12)Nc1cccc(S(=O)(=O)N2CCOCC2)c1
    0.1%[50 µM] | 0.3%
86	C(=NN=C(NN=Cc1cccs1)NN=Cc1cccs1)c1cccs1
    -2.8% | 5.0%
87	Nc1nc(SCc2ccccc2)c2ncn(CCO)c2n1
    -4.5% | 8.0%
88	CSCCC(NS(=O)(=O)c1ccc(C)cc1)C(=O)N(C)CC(=O)Nc1ccccc1Br (stereo not given)
    0.2%[50 µM] | 7.1%

Exported with tabs: entries from further up.
cpd	canonical_smiles	UTI89 phage lysis	Rac1 GTP hydrolysis
71	COC(=O)CSc1nc(SC)nc2c1sc1nc(-c3ccco3)c3c(c12)CC(C)(C)OC3	0.3%	7.2%
72	C=C(c1cn(C(C)=O)c2ccccc12)c1cn(C(C)=O)c2ccccc12	-2.3%	-1.4%
73	CC(C)(C)c1nnc(NS(=O)(=O)c2ccc(F)cc2)s1	6.7%	23.8%
74	COc1ccc(Cl)cc1C=CC=Nc1ccccc1O	2.2%	0.6%
75	O=C(Nc1ccccc1)OCCOc1ccc(Cl)cc1Cl	-1.8%	-7.2%
76	O=C(O)c1cccc2c1-c1ccc([N+](=O)[O-])cc1C2=O	2.8%	2.5%
77	CC[C@H]1C(Nc2ccccc2)C[C@@H]2CCN3C(=O)CC[C@H]1[C@H]23 (stereo not given in full)	1.7%	-0.8%
78	CC(C)(C)S(=O)N1Cc2ccc(CO)cc2[C@@H]1CCO (stereo not given in full)	0.1%	2.1%
79	c1ccc(CCCNCCCn2cnc3c(OCc4ccccc4)ncnc32)cc1	0.4%	14.6%
80	Cn1c(SCC(=O)Nc2ccc(N3CCOCC3)cc2)nnc1C1CC1	0.2%[50 µM]	4.6%
81	Nc1ncnc2[nH]c(=S)[nH]c12	1.4%	22.9%
82	O=C(C(c1ccccc1)C(O)c1ccccc1)N1CCOCC1 (stereo not given)	-0.7%	-4.5%
83	O=[N+]([O-])c1ccc(NN=Cc2ccccc2)nc1	-3.9%	-4.4%
84	O=C(NN=Cc1ccccc1C(=O)O)C(=O)NN=Cc1ccccc1C(=O)O	-1.8%	-0.1%
85	O=C(COC(=O)c1n[nH]c(=O)c2ccccc12)Nc1cccc(S(=O)(=O)N2CCOCC2)c1	0.1%[50 µM]	0.3%
86	C(=NN=C(NN=Cc1cccs1)NN=Cc1cccs1)c1cccs1	-2.8%	5.0%
87	Nc1nc(SCc2ccccc2)c2ncn(CCO)c2n1	-4.5%	8.0%

Bioassay records deposited in PubChem BioAssay by Southern Research Specialized Biocontainment Screening Center.

An excerpt; count on the stated rates, not on these rows.
